Screening results (PubChem BioAssay)
Pol iota inh: inhibitors of human DNA polymerase iota. Q9UNA4. Potency, µM (titrated, usually from 115 µM), inactives show at the highest dose activity, negative = inhibition, hits mostly inhibitors. Pol iota fluorescent replication assay, 10 min. actives 1% (n = 390,000)
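Pol iota at 10 nM preincubated 15 min with compounds at room temperature; reaction started with fluorescent substrate, 50 nM final. Fluorescence read kinetically at 0 and 10 min; buffer-only wells as negative control.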
JMJD2A Tudor inh: blocks the human JMJD2A Tudor domain. Potency, µM (series often up to 114 µM), inactives show top-dose activity change, negative = inhibition, actives largely listed as inhibitors. AlphaScreen JMJD2A-Tudor / H3K4me3 peptide binding. actives 4.4% (n = 390,000). O75164. AID 504339; further: on the % scale 0 is the no-effect control and ±100 the full control effect; nearly all actives have a fitted effect of over 50% in size
Pol eta inh: DNA polymerase eta (human) inhibition; Q9Y253; recombinant Pol eta, fluorescent DNA replication assay; Potency, µM (titrated, usually from 114 µM), inactives show at the highest dose activity change, negative = inhibition, most hits filed as inhibitors; actives 1.2% (n = 390,000); further: on the % scale 0 is the no-effect control and ±100 the full control effect
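Pol eta at 10 nM preincubated with compounds 15 min at room temperature; reaction started with fluorescent substrate (50 nM final) and read kinetically at 0 and 10 min.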
BAZ2B block: inhibitors of human BAZ2B bromodomain; AlphaScreen BAZ2B-H3K14Ac peptide displacement; Potency, µM (series often up to 114 µM), inactives show at the highest dose activity change, negative = inhibition, actives largely listed as inhibitors; actives 4.4% (n = 360,000); further: on the % scale 0 is the no-effect control and ±100 the full control effect; nearly all actives have a fitted effect of over 60% in size
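BAZ2B (50 nM) with biotin-H3(5-23)K14Ac peptide (50 nM) in PBS pH 7.4, 0.01% Tween-20, preformed 30 min, then compound 30 min at room temperature; top concentration 110uM. AlphaScreen streptavidin donor/nickel chelate acceptor beads (10 ug/mL final), 20 min dark, signal read.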
POLK inh: blocks human DNA polymerase kappa activity; actives 0.53% (n = 400,000); Potency, µM (highest dose often 107 µM), for the others: at the highest dose activity, negative = inhibition, hits mostly inhibitors; purified Pol kappa, fluorescent DNA synthesis assay, 10 min; further: on the % scale 0 is the no-effect control and ±100 the full control effect
Target sequence (Q9UBT6 whole entry, looked up): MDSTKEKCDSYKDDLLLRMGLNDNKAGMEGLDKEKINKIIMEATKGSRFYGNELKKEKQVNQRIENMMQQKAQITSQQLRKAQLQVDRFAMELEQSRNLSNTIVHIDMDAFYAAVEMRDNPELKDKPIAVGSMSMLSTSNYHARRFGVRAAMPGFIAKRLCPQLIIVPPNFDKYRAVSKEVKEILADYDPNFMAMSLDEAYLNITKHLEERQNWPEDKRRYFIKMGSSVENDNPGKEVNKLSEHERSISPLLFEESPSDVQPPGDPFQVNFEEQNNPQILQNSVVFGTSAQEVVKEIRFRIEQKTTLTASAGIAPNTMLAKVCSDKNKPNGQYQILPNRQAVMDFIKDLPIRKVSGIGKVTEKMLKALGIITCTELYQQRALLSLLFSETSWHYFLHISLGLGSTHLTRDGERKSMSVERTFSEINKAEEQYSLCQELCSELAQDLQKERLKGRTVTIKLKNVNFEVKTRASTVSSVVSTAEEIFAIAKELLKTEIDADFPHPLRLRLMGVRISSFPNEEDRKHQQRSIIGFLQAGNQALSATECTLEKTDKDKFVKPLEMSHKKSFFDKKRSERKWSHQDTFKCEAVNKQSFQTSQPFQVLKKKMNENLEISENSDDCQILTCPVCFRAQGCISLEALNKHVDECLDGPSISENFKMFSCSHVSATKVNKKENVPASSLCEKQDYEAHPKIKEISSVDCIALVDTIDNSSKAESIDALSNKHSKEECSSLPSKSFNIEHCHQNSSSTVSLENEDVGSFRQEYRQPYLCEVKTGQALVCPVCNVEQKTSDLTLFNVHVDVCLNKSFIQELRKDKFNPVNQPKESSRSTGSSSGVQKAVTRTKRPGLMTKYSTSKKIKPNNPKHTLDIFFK
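10 nM Pol kappa was preincubated with compounds for 15 min at room temperature. Reaction started with 50 nM (final) substrate. Fluorescence read kinetically at 0 and 10 min.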
POLB inh: DNA polymerase beta (human) inhibition; Pol beta primer extension/strand displacement, fluorescence kinetic; Potency, µM (series often up to 114 µM), inactives show at the top dose activity change, negative = inhibition, hits mostly inhibitors; actives 1.3% (n = 340,000); AID 485314; further: on the % scale 0 is the no-effect control and ±100 the full control effect
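Values derive from four-parameter Hill fits of normalized kinetic data: reads at 0 and 10 min following addition of 50 nM substrate to 10 nM Pol beta preincubated 15 min with compound.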
G9a block: G9a (human) methyltransferase inhibition; Q96KQ7; G9a H3K9 monomethylation, AlphaScreen, 2 h; Potency, µM (doses to about 102 µM), for inactives: at the top dose activity, negative = inhibition, hits mostly inhibitors; actives 8.8% (n = 350,000); AID 504332; further: on the % scale 0 is the no-effect control and ±100 the full control effect; nearly all actives have a fitted effect of over 75% in size
Target sequence (Q96KQ7 913-1193 limits assumed): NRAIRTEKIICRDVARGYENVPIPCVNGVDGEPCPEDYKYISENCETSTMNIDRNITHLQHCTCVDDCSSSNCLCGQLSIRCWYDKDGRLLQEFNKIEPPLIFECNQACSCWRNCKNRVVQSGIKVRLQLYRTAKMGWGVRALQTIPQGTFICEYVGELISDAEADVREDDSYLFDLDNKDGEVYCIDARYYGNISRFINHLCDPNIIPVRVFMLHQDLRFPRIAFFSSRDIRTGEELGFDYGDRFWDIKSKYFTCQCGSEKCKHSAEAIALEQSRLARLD
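Quantitative HTS format: methyltransferase activity on a biotin-tagged H3K9 peptide is measured by AlphaScreen, using a rabbit anti-monomethyl-H3K9 antibody with streptavidin donor and anti-IgG acceptor beads. Final levels are 20 nM enzyme, 500 nM peptide, 20 uM SAM; 2 h RT.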
APE1 inh: inhibitors of human APE1 endonuclease | P27695 | recombinant APE1, TAMRA/BHQ-2 abasic DNA cleavage fluorescence | Potency, µM (highest dose often 65.8 µM), without a hit: top-dose activity change, negative = inhibition, most hits filed as inhibitors | actives 0.35% (n = 350,000) | AID 2517;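 further: plate controls were vehicle for no effect and reference inhibitor for full effect; nearly all actives have a fitted effect of over 55% in size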
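Quantitative HTS: incision of a TAMRA/BHQ-2 double-stranded substrate bearing a tetrahydrofuran abasic site by 0.75 nM APE1 raises fluorescence. Substrate 50 nM final, added after 15 min compound preincubation at room temperature; progress as third-minus-first kinetic read difference.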
BLM inh: Bloom syndrome helicase (human) inhibition; recombinant BLM DNA unwinding, fluorescence dequenching; Potency, µM (doses to about 56.1 µM), without a hit: at the highest dose activity change, negative = inhibition, most hits filed as inhibitors; P54132; AID 2528; actives 0.2% (n = 350,000);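 further: plate controls were vehicle for no effect and no enzyme for full effect; nearly all actives have a fitted effect of over 35% in size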
* hit, by the source's call; ? = inconclusive; / = no result given; & = joins results of further samples; [ ] = remark or other dose. The call rests on the fitted dose curve; in most records, active means well fitted curve in the direction sought with a large enough effect; inconclusive means small, poorly fitted or top-dose-only effect, or another doubt; inactive means no such curve, though single readings can be large; an effect the other way counts as inactive or inconclusive. Potency means the concentration at half of the fitted maximal effect. Some of the compounds tested (hit frequency here may not be typical).

Short forms – A = Pol iota inh; B = JMJD2A Tudor inh; C = Pol eta inh; D = BAZ2B block; E = POLK inh; F = POLB inh; G = G9a block; H = APE1 inh; I = BLM inh
Cc1ccc(C(NC(N)=O)c2ccccc2C)cc1 (stereo not given)
  A = 5% | B = -7% | C = -7% | D = -15% | E = -10% | F = -20% | G = -2%[59 µM] | H = 4% | I = -5%
CCOC(=O)C1=C(C)Nc2nc(SCC(=O)OC)nn2C1c1cc(F)cc(F)c1 (stereo not given)
  A = 0%&0% | B = -8%&-4% | C = -10%&-11% | D = -5% | E = -4%&-23% | F = 2% | G = -3%[59 µM] | H = 0% | I = 0%
CC(=O)c1cccc(N=Cc2c(O)c3ccccc3oc2=O)c1
  A = ? | B = -17% | C = -9% | D = -31% | E = 1% | F = 12% | G = -18% | H = 3% | I = -7%
CCOc1ccc(CCNC(=O)c2cccc3c2C(=O)N(CCOC)C3)cc1OCC
  A = 75%[activator] | B = -9% | C = -7% | D = -11% | E = -7% | F = 4% | G = 53%[activator] | H = -12% | I = 3%
COc1cccc(-n2nnnc2SCC(=O)NCCc2ccc(OC)c(OC)c2)c1
  A = 31%[activator] | B = -34% | C = -3% | D = -17% | E = -13% | F = -8% | G = 4% | H = -1% | I = -2%
CC1CC1C(=O)OCC(=O)Nc1cccc(Br)c1 (stereo not given)
  A = 23% | B = -10% | C = -18% | D = -3% | E = -17% | F = / | G = -3% | H = 1% | I = /
COc1ccc(C(=O)Nc2ccc(Cl)cc2C(=O)NCc2ccco2)cc1
  A = -4% | B = 5% | C = -7% | D = 16% | E = -4% | F = 1% | G = -14%[59 µM] | H = -7% | I = -3%
CCOc1ccc(-c2nc(S(=O)(=O)c3ccccc3)c(NCc3cccnc3)o2)cc1
  A = -14% | B = ? | C = -13% | D = ? | E = -7% | F = 15% | G = 45µM* | H = -9% | I = -11%
OCCC1CN(Cc2nc3c(s2)CCCC3)CCN1CCc1ccccc1 (stereo not given)
  A = -12% | B = -24% | C = -12% | D = -17% | E = -21% | F = 3% | G = / | H = -3% | I = 1%
COc1ccc(NC(=O)CSc2nnc(-c3cccnc3)o2)cc1
  A = 21% | B = -13% | C = 7% | D = 8% | E = -7% | F = 10% | G = 19%[12.7 µM] | H = 1% | I = 0%
Cc1ccc(S(=O)(=O)NCC(=O)OC(C)C(=O)NC(=O)NC2CCCCC2)cc1C (stereo not given)
  A = -4% | B = -23% | C = -4% | D = 1% | E = -6% | F = / | G = -14%[12.7 µM] | H = -11% | I = /
CC(C)C(=O)NCCc1nc(-c2ccccc2)no1
  A = -22% | B = -22% | C = -13% | D = / | E = -12% | F = / | G = / | H = / | I = /
CCCCCCC1/C(=N\NC(=O)c2ccccc2)CCC1C(=O)OC (stereo not given)
  A = -2% | B = -11% | C = -12% | D = -14% | E = 13% | F = 25% | G = 0% | H = 22% | I = -3%
COc1ccc(CCNC(=O)COc2cccc3c2OC(C)(C)C3)cc1OC
  A = 64%[activator] | B = 0% | C = -23% | D = -8% | E = -11% | F = / | G = -19% | H = -5% | I = /
CCOC(=O)NC(c1ccc(C(C)C)cc1)C(Cl)(Cl)Cl (stereo not given)
  A = -20% | B = 0% | C = -13% | D = 19% | E = 0% | F = 4% | G = 21%[59 µM] | H = -7% | I = -11%

Brought forward from above: 6 compounds, followed by the next part.
Short forms – A = Pol iota inh; B = JMJD2A Tudor inh; C = Pol eta inh; D = BAZ2B block; E = POLK inh; F = POLB inh; G = G9a block; H = APE1 inh; I = BLM inh
COc1ccc(NC(=O)CSc2nnc(-c3cccnc3)o2)cc1
  A = 21% | B = -13% | C = 7% | D = 8% | E = -7% | F = 10% | G = 19%[12.7 µM] | H = 1% | I = 0%
Cc1ccc(S(=O)(=O)NCC(=O)OC(C)C(=O)NC(=O)NC2CCCCC2)cc1C (stereo not given)
  A = -4% | B = -23% | C = -4% | D = 1% | E = -6% | F = / | G = -14%[12.7 µM] | H = -11% | I = /
CC(C)C(=O)NCCc1nc(-c2ccccc2)no1
  A = -22% | B = -22% | C = -13% | D = / | E = -12% | F = / | G = / | H = / | I = /
CCCCCCC1/C(=N\NC(=O)c2ccccc2)CCC1C(=O)OC (stereo not given)
  A = -2% | B = -11% | C = -12% | D = -14% | E = 13% | F = 25% | G = 0% | H = 22% | I = -3%
COc1ccc(CCNC(=O)COc2cccc3c2OC(C)(C)C3)cc1OC
  A = 64%[activator] | B = 0% | C = -23% | D = -8% | E = -11% | F = / | G = -19% | H = -5% | I = /
CCOC(=O)NC(c1ccc(C(C)C)cc1)C(Cl)(Cl)Cl (stereo not given)
  A = -20% | B = 0% | C = -13% | D = 19% | E = 0% | F = 4% | G = 21%[59 µM] | H = -7% | I = -11%
CCOCc1[nH]c(=S)[nH]c(=O)c1Cc1ccc(OCC)cc1
  A = 32%[activator] | B = -7%[11.4 µM] | C = -16% | D = 0% | E = 9% | F = -2% | G = / | H = 10% | I = -6%
O=C(NCc1cccs1)C1CC1
  A = 161%[activator] | B = 7% | C = -13% | D = -9% | E = 5% | F = 37%[activator] | G = -14% | H = 23% | I = -2%
Cc1ccc(C)c(NC(=S)Nc2cccnc2)c1
  A = 131%[activator] | B = -9% | C = 0% | D = -17% | E = -11% | F = 19% | G = 30%[59 µM] | H = 0% | I = -1%
CSc1ncc(Cl)c(C(=O)Nc2c(C(=O)Nc3cccc(Cl)c3)oc3ccccc23)n1
  A = -4% | B = -15% | C = 2% | D = -2% | E = 9% | F = 12% | G = -4%[59 µM] | H = / | I = 2%
CCN(CC)CCn1c(SCC(=O)Nc2ccc3c(c2)CCC3)nc2ccccc2c1=O
  A = -25% | B = -32% | C = -7% | D = ? | E = -3% | F = / | G = 8%[2.33 µM] | H = 26% | I = /
Cc1cccc(OC(=O)C2C(c3ccccc3)C(C(=O)O)C2c2ccccc2)c1 (stereo not given)
  A = -3% | B = -13% | C = -2% | D = 4% | E = -12% | F = -2% | G = 2%[12.7 µM] | H = 1% | I = -4%
Cc1ccc(NNC(=O)c2c(C)noc2C)cc1Cl
  A = 14% | B = -10% | C = -7% | D = -11% | E = 9% | F = 22% | G = 7.1µM* | H = ? | I = -8%
CCc1ccc(NC(=O)CCS(=O)(=O)c2ccc3c(c2)n(C)c(=O)c(=O)n3C)cc1
  A = 7% | B = -13% | C = / | D = 0% | E = -3% | F = 37% | G = -1%[59 µM] | H = / | I = 1%
COc1ccccc1C(=O)NC(C)c1cccc2ccccc12 (stereo not given)
  A = 36%[activator] | B = 24% | C = -18% | D = 0% | E = 3% | F = -14% | G = 50%[activator] | H = 55%[activator] | I = -5%
Cc1ccccc1OCCC(=O)OCC(=O)NC1CC1
  A = 32%[activator] | B = -8% | C = -15% | D = 3% | E = 4% | F = / | G = 1% | H = 27% | I = /
Cc1cc([N+](=O)[O-])ccc1NC(=O)c1csc(C)c1C
  A = 15% | B = -8% | C = -10% | D = -8% | E = 7% | F = 23% | G = ? | H = -16% | I = -2%
COc1ccc2[nH]c3c(=O)n(/N=C/c4ccc(OC)c(CN5CCCC5)c4)c(C)nc3c2c1
  A = ? | B = -9% | C = ? | D = ? | E = 12% | F = ? | G = ? | H = 8% | I = ?
Cc1cc(C)cc(NC(=O)COC(=O)CC2CCCC2)c1
  A = 5% | B = 19% | C = -14% | D = 21% | E = -15% | F = / | G = 20%[2.33 µM] | H = 12% | I = /
Cc1occc1C(=O)N(Cc1nc(-c2ccccc2)no1)C(C)C
  A = ? | B = 14% | C = -15% | D = -21% | E = -4% | F = 5% | G = 14%[59 µM] | H = 38% | I = -2%
Cc1cccc(-c2cc(N)n(-c3ccccc3)n2)c1
  A = 70%[activator] | B = -30% | C = -18% | D = -30% | E = -1% | F = 25% | G = -7% | H = 21% | I = -9%

As entered above:
Cc1ccc(NNC(=O)c2c(C)noc2C)cc1Cl in JMJD2A Tudor inh = -10%
Cc1occc1C(=O)N(Cc1nc(-c2ccccc2)no1)C(C)C in G9a block = 14%[59 µM]

(list continues)
Short forms – A = Pol iota inh; B = JMJD2A Tudor inh; C = Pol eta inh; D = BAZ2B block; E = POLK inh; F = POLB inh; G = G9a block; H = APE1 inh; I = BLM inh
N#CCN(CC#N)C(=O)C1c2ccccc2Oc2ccccc21
  A = 3% | B = 40µM* | C = 4% | D = -7% | E = -6% | F = -36% | G = / | H = -12% | I = -1%
CCOc1cc(NC(=O)c2cccs2)c(OCC)cc1NC(=O)c1ccccn1
  A = 6% | B = -12% | C = -7% | D = 0% | E = -4% | F = 17% | G = / | H = 12% | I = -6%
COc1ccc(CCNC(=O)CN(C)S(=O)(=O)c2ccc(OC)cc2)cc1
  A = 123%[activator] | B = -10% | C = -7% | D = -1% | E = 0% | F = 2% | G = 7% | H = -5% | I = 1%
C#CCOCCOCCOCCNc1nc(N2CCN(C(=O)[C@H](CCCCN)n3cc(C(N)CO)nn3)CC2)nc(N2CCN(C(=O)[C@H](CCC(=O)O)n3cc(C(N)Cc4ccc(O)cc4)nn3)CC2)n1 (stereo not given in full)
  A = / | B = / | C = / | D = 18µM* | E = / | F = ? | G = ? | H = 6% | I = 5%
COc1ccc(N/C(=C(/C(Cl)=C(Cl)Cl)[N+](=O)[O-])n2nnc3ccccc32)cc1
  A = / | B = / | C = / | D = 50µM* | E = / | F = 19% | G = 11µM* | H = 0% | I = -4%
Cc1nc(NC(=O)c2ccccc2)nc2cc3c(cc12)OCO3
  A = 29% | B = -13% | C = -13% | D = -3% | E = -8% | F = 5% | G = 2% | H = 1% | I = -3%
CC(=O)c1ccc(N2CCN(CC(=O)NCc3ccccc3)CC2)cc1
  A = ? | B = -5% | C = -7% | D = 0% | E = 0% | F = 3% | G = 20%[2.33 µM] | H = 24% | I = -3%
CC1CCCCN1Cc1c(O)ccc2c(=O)c(-c3nc4ccccc4s3)c(N)oc12 (stereo not given)
  A = -10% | B = -14% | C = -21% | D = -30% | E = -21% | F = ? | G = -3%[59 µM] | H = -8% | I = 2%
Cc1cc2c(c(=O)n1Cc1cccnc1)C(c1cccs1)C(C#N)=C(N)O2 (stereo not given)
  A = ? | B = -13% | C = -7% | D = ? | E = -22% | F = -14% | G = -5%[0.501 µM] | H = 2% | I = 1%
COc1ccc(/C=C/C(=O)NCC(=O)N/N=C(/CCC(=O)O)c2ccccc2)cc1
  A = 31%[activator] | B = -14% | C = 0% | D = -11% | E = -12% | F = 0% | G = 3% | H = 3% | I = -10%
O=[N+]([O-])c1ccc(-n2cc(-c3ccccc3)nn2)cc1
  A = -13% | B = -10% | C = -12% | D = -27% | E = 11% | F = 21% | G = 8% | H = 8% | I = -2%
